TbHK1 inh – T. brucei hexokinase 1 inhibition; recombinant TbHK1, G6PDH-coupled NADH A340; inhibition, % at 10 µM; 220,000 tested, 0.11% active;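 active means inhibition of 50% or more in the single-dose primary screen; inactive means inhibition below 50%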
Hck Nef HTS – blocks Nef-activated human Hck kinase. Recombinant Hck-YEEI plus Nef, Z-Lyte FRET kinase assay. P08631. 220,000 tested, 0.68% active. AID 463187. inhibition, % at 20 µM;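 active means Hck-Nef kinase inhibition above about 50%, limit read from the data; inactive means inhibition below that limit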;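 further: 0% = DMSO with Hck plus Nef and 100% = Hck alone without Nef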
Target sequence (P08631 whole entry, looked up): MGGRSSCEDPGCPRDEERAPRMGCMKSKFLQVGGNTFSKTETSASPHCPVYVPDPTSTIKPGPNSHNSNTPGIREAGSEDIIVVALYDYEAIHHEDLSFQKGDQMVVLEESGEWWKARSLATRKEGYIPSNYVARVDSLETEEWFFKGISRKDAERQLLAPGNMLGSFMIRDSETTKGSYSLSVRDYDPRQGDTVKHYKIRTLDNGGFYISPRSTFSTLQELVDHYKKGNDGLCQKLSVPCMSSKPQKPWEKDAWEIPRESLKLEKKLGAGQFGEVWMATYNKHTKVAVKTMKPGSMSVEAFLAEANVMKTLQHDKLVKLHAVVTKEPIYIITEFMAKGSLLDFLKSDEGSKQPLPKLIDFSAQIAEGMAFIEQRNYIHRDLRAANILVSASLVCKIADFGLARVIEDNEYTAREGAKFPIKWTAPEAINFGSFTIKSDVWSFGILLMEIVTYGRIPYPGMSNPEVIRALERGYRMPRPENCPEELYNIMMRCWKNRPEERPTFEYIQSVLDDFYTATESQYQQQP
Runt-CBFb FRET – Runt domain-CBFb interaction inhibition | inhibition, % at 20 µM | AID 1496 | Cerulean-Runt/Venus-CBFb FRET ratio 530/480, 1 h | 220,000 tested, 0.46% active | Q01196+Q13951;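 active means inhibition over about 50% at 20 µM in the single-dose screen, limit read from the data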;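 further: 0% = DMSO wells and 100% = excess unlabeled CBFb competitor control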
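test system = Cerulean-tagged RUNX1 Runt domain (FRET donor) fusion protein | reagent = Venus-CBFb binding partner, 100 nM | incubation = protein complex preformed 1 h, compound exposure 1 h, room temperature, dark | detection = FRET fluorescence | read-out basis = loss of energy transfer signal | controls = 5 µM unlabeled CBFb as full-inhibition high control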
Runt-SMMHC FRET – Runt domain-CBFb-SMMHC interaction inhibition; Q01196+Q13951; Cerulean-Runt/Venus-CBFb-SMMHC FRET ratio 530/480, 1 h; inhibition, % at 20 µM; 220,000 tested, 0.74% active;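 active means mean inhibition across duplicate retests at 20 µM reaching about 50%, limit read from the data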;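 further: 0% = DMSO wells and 100% = wells with excess untagged CBFb-SMMHC; inhibitors lower the FRET ratio by blocking Runt binding to CBFb-SMMHC; some results filed as inactive read as strong as hits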
EBV gp42 inh – blocks Epstein-Barr virus glycoprotein 42 binding. Q1HVG2. Fluorescence polarization binding assay, mP read-out. inhibition, % (tested at 21.74 µM). 220,000 tested, 0.42% active; in the data active means inhibition above about 50%
Target sequence (Q1HVG2 whole entry, looked up): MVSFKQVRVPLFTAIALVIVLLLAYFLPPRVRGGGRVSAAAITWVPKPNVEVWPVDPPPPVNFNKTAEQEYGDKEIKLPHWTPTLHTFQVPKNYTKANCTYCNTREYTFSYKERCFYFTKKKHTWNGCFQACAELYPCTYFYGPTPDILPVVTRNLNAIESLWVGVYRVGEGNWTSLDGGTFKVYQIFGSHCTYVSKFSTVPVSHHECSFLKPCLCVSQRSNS
14-3-3 Bad PPI – disrupts binding of bovine 14-3-3 zeta to phospho-Bad peptide. 220,000 tested, 0.71% active. inhibition, % at 21.7 µM. P63103. TR-FRET 14-3-3zeta/Dy647-pBad peptide displacement, 1 h;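 active means inhibition above about 70%, limit read from the data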;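 further: 0% = full 14-3-3 plus peptide FRET controls and 100% = background without 14-3-3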
Target sequence (P63103 whole entry, looked up): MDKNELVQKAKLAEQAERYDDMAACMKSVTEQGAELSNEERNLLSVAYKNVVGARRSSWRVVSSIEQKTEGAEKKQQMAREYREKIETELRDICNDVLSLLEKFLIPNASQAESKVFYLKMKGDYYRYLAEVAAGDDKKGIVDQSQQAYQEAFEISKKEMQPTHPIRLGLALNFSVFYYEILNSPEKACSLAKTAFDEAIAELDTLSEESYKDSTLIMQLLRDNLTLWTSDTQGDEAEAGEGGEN
L929 necroptosis – L929 zVAD cell death inhibition | L929 zVAD necroptosis rescue, ATP luminescence, 24 h; with zVAD 60 µM | viability rescue, % at 10 µM | 220,000 tested, 0.38% active | AID 1377;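 active means activation, scaled between plate controls, above about 75%, limit read from the data; inactive means activation under that limit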;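 further: 0% = zVAD with DMSO and 100% = DMSO alone without zVAD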
Mdm2 ligase inh – blocks human Mdm2 ubiquitin ligase activity; cell-based MDM2 ubiquitination luciferase reporter, 2 h; 0 = plate control, 100 = twice control, blank-subtracted; signal enhancement, % at 5 µM; 210,000 tested, 0.11% active; AID 1230; Q00987;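 active means signal enhancement of 30% or more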;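 further: luminescence tracks abundance of the self-degrading MDM2-luciferase fusion protein; higher signal means inhibition of MDM2 E3 ligase activity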
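Assay system: mammalian cells stably expressing self-ubiquitinating, self-degrading MDM2 E3–luciferase fusion. Quantity: 2000 cells in each well. Medium: DMEM culture medium. Compound dosing: single-point 5 µM. Timing: cell settling 4 h, compound treatment 2 h, both 37 °C. Technique: luciferase luminescence. Read-out basis: percent signal gain over controls, blank-subtracted. Benchmarks: plate controls and plate blanks.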
p47phox inh – p47phox (human) inhibition | P14598 | p47phox/p22phox peptide binding, fluorescence polarization, 2 h | inhibition, % at 24.7 µM | 220,000 tested, 0.53% active | AID 1274;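 active means inhibition above about 30%, limit read from the data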;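 further: 0% = p47phox with labelled peptide and 100% = labelled peptide alone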
The depositor's hits bear a star; · = no result given; [ ] = remark or other dose.

SMILES | TbHK1 inh | Hck Nef HTS | Runt-CBFb FRET | Runt-SMMHC FRET | EBV gp42 inh | 14-3-3 Bad PPI | L929 necroptosis | Mdm2 ligase inh | p47phox inh
CC(Sc1nc(-c2ccccc2)cc(C(F)(F)F)n1)C(=O)O (configuration not stated) | -5.0 | 15.4 | · | · | 6.9 | 16.1 | 4.6 | -6.4 | 2.6
COC(=O)c1sccc1NC(=O)c1csc2c1CCCC2 | -4.2 | -1.2 | -0.9 | 0.0 | 4.6 | 6.6[fluorescence artefact?] | 0.2 | -0.4 | -18.2
CCc1nnc(NC(=O)c2ccc(COc3ccccc3)o2)s1 | 0.5 | -0.5 | -2.1 | -1.3 | -15.0 | -2.6 | 0.2 | 0.5 | -9.2
COc1cc(-n2c(-c3ccccc3)n[nH]c2=S)c(OC)cc1Cl | -6.9 | 0.7 | 10.3 | 4.4 | -16.5 | 1.7 | -0.4 | -10.4 | -4.7
O=C(CSCc1ccccc1)Nc1ccc(F)cc1F | -1.5 | -0.9 | -2.6 | -0.2 | -2.1 | -6.8 | 5.1 | -10.3 | -14.9
Cc1ccc(C(=O)CN(C(=O)c2ccc(Cl)c(Cl)c2)N2C(=O)C3CCCCC3C2=O)cc1 (configuration not stated) | 2.3 | -17.5 | -2.2 | 1.4 | 2.6 | 1.9[fluorescence artefact?] | -0.5 | · | -9.7
Nc1nonc1-n1nnc(C(=O)N/N=C/c2ccc(OCc3ccccc3)cc2)c1COc1ccc(F)cc1 | -36.8 | 25.8 | 3.9 | -2.3 | -15.8 | 2.9 | -0.2 | · | -10.3
COc1ccc(N(CC(=O)NC(C)(C)C)S(=O)(=O)c2ccccc2)cc1OC | -7.6 | 0.3 | -2.0 | 1.2 | -17.8 | 8.6[fluorescence artefact?] | -0.4 | 3.8 | -9.2
COc1cccc(/C=N/NC(=S)NC2CC3CCC2C3)c1OC (configuration not stated) | -7.3 | 8.7 | 1.3 | 5.1 | -3.6 | -0.2 | 0.5 | -5.7 | -50.2
CC(=O)Nc1ccc2nc3c(=O)n(C)c(=O)n(C)c3nc2c1 | -25.4 | -78.8 | -37.5 | -10.9 | 102.1* | 9.6 | 0.8 | -11.9 | -16.7
COCCN1CCn2c(nc3cc(NC(=O)c4cccs4)ccc32)C1 | -3.6 | -20.3 | -0.4 | -20.8 | -10.4 | 1.5 | -1.1 | 1.2 | -8.3
O=C(NC1CC1)c1ccc(CSCc2cccc(F)c2)o1 | 4.0 | 1.1 | 5.7 | 4.1 | 6.7 | 2.6 | 1.4 | -2.2 | -8.2
CCC(CC)C(=O)Nc1cccc(/C(C)=N\NC(=O)c2ccc(C)s2)c1 | 5.3 | 1.2 | 0.1 | -0.2 | -27.3 | 0.4 | 3.2 | 1.9 | -9.5
Cc1cc(C(=O)COC(=O)Cc2n[nH]c(=O)c3ccccc23)c(C)n1-c1cccc(C(F)(F)F)c1 | 1.1 | 3.4 | -5.7 | -0.3 | -10.5 | -15.8 | 18.5 | -14.3 | -45.0
NC[C@@]12CCCC1C1CCC2C1 (some centres not stated) | 4.8 | -1.3 | -1.3 | 3.2 | -17.1 | 5.1 | 8.5 | -58.1 | -9.4
COc1ccc(CNCC(O)COCc2cccs2)cc1 (configuration not stated) | 0.7 | -9.3 | -1.5 | 1.8 | -8.2 | 3.1 | -1.6 | 1.1 | -13.5
C=CCn1c(N)c(C(=O)NCc2ccco2)sc1=S | -22.5 | 7.4 | 0.8 | -0.9 | -10.2 | 3.5 | -0.3 | -18.9 | -17.1
Cc1nn(Cc2c(Cl)cccc2Cl)c(C)c1NC(=O)Cn1nc([N+](=O)[O-])c(Cl)c1C | 3.5 | 4.6 | -1.4 | -1.1 | -8.8 | 0.9[fluorescence artefact?] | 0.8 | 1.0 | -6.0
CCOC(=O)c1c(NC(=O)c2cc3n(n2)C(C(F)(F)F)CC(c2ccccc2)N3)sc(C)c1C (configuration not stated) | -16.5 | 1.3 | -2.1 | 1.1 | -11.5 | -5.5 | 1.9 | -5.1 | -19.4
Cc1ccc2c(c1)C1(C(=O)N2C)N2CC3(C)CN1CC(C)(C2)C3=O (configuration not stated) | 2.1 | 0.7 | 0.6 | 1.7 | -4.7 | 8.3 | 1.0 | -15.9 | 2.5
O=[N+]([O-])c1cccc(-c2noc(-c3ccco3)n2)c1 | -10.9 | 13.9 | -0.7 | 7.5 | -15.4 | 5.7 | 0.8 | -99.8 | -11.1
CCOc1ccc(NC(=S)NCCCc2ccccc2)cc1 | 0.9 | 27.7 | -3.1 | -3.2 | -7.2 | -8.2 | 3.0 | -1.0 | -2.4
COc1ccc(S(=O)(=O)N2CCCC2)c(C)c1C | 1.9 | 2.9 | -1.3 | -1.6 | -2.5 | -8.1[fluorescence artefact?] | 1.6 | 0.9 | -9.4
Cc1cc(C)n(-c2ccc(C(=O)C(C#N)c3nc4ccccc4n3C)cc2)n1 (configuration not stated) | 1.6 | 0.4 | -0.1 | 0.0 | 1.9 | -8.6[fluorescence artefact?] | -0.3 | -9.6 | -4.1
CC1=CC(c2ccc(Cl)cc2)n2nc(N3C(=O)CCC3=O)nc2N1 (configuration not stated) | -1.4 | 9.3 | -5.2 | 22.3 | -8.1 | -9.6 | -0.1 | 0.2 | -2.2

The results go on:
SMILES | TbHK1 inh | Hck Nef HTS | Runt-CBFb FRET | Runt-SMMHC FRET | EBV gp42 inh | 14-3-3 Bad PPI | L929 necroptosis | Mdm2 ligase inh | p47phox inh
COc1nc(NCC(C)C)nc(Oc2ccc(OCc3ccccc3)nn2)n1 | 5.4 | -0.6 | -18.3 | 1.7 | -10.1 | -6.5[fluorescence artefact?] | -0.2 | 0.2 | -11.5
COc1ccc(/C(O)=C/c2nc3ccccc3n(-c3ccccc3)c2=O)cc1 | -2.7 | -24.3 | -78.2 | 10.0 | 58.6* | · | -0.6 | -9.3 | -152.4
COc1cc(C(=O)Nc2ccc3c(c2)OCCO3)ccc1OC(F)F | -8.9 | -0.4 | -3.6 | -5.7 | 2.1 | 11.9 | 7.9 | -12.5 | -4.2
CSc1nc2ccsc2c(=O)n1-c1ccccn1 | -5.8 | -5.6 | 1.3 | 2.6 | -10.0 | -4.9 | 0.9 | -5.9 | -2.1
O=C(O)CCc1ccc(-c2ccc(Cl)cc2)n1CC(=O)O | 19.0 | 0.1 | 5.0 | 5.1 | -16.5 | 9.6[fluorescence artefact?] | 2.8 | -6.7 | -16.4
CCCCN(C)CCNS(=O)(=O)c1ccc2c(c1)n(C)c(=O)c(=O)n2C | -16.1 | 0.7 | 0.9 | 1.1 | -8.7 | -3.4 | 0.2 | -12.3 | -21.2
CC1CSc2nc3sc4c(c3c(=O)n21)CCCC4 (configuration not stated) | -10.6 | 3.0 | -0.4 | 5.1 | -9.7 | 62.4 | 0.3 | 14.2 | -0.2
O=C(COC(=O)c1ccc(NS(=O)(=O)c2ccc3c(c2)OCCO3)cc1)NC1CCS(=O)(=O)C1 (configuration not stated) | -2.3 | -37.2 | 2.7 | -2.5 | -10.0 | -1.6 | -0.1 | -10.5 | -10.7
CC(C)C(=O)c1cc2c(cc1NC(=O)c1cccs1)OCCO2 | 5.5 | 1.7 | -2.6 | -8.3 | 3.6 | -3.6[fluorescence artefact?] | 1.1 | -3.2 | -10.8
O=C(NCC1CCCO1)c1ccc2c(c1)N(Cc1ccccc1)C(=O)CS2=O (configuration not stated) | -0.3 | -0.9 | 2.1 | 0.8 | -19.3 | 2.3[fluorescence artefact?] | -0.3 | -12.1 | 2.7
CCc1ccc(NC(=S)NC2CCN(Cc3ccccc3)CC2)cc1 | 2.7 | 6.9 | -1.6 | -3.8 | -12.0 | 5.7[fluorescence artefact?] | 0.1 | 5.9 | -16.5
Cc1cc(C(F)(F)F)nn1CC(=O)NCc1cccs1 | -1.3 | 21.5 | -1.5 | -0.9 | -7.1 | -3.6 | 8.4 | 0.9 | 3.2
Nc1nc2c(Cl)ccc(Cl)c2s1 | -2.9 | 0.8 | 0.2 | -1.6 | -4.1 | -7.7 | 2.3 | -9.7 | -8.3
COc1ccccc1-n1c(SCC(N)=O)nc2c(c1=O)SCC2 | -18.4 | 1.1 | 3.0 | 1.1 | 3.0 | 2.0 | 0.3 | -5.9 | -12.0
CC(=O)c1ccc(CCCC(=O)O)cc1 | 6.1 | 3.9 | -0.1 | 1.0 | -5.8 | 1.0 | 0.1 | -17.5 | -14.0
CN(C)c1ccc(/C=C2\NC(=S)N(Cc3ccccc3)C2=O)cc1 | 2.0 | -0.6 | -59.2 | -157.7 | -48.4 | -28.8[fluorescence artefact?] | -0.1 | -1.9 | -20.6
O=C(Nc1nnc(COc2ccc(F)cc2)s1)Nc1ccccc1F | -7.7 | 8.0 | -0.1 | -1.5 | -4.0 | 1.6 | -0.8 | -17.2 | -10.1
CC1=CC(C)(C)N(C(=O)c2ccc(F)cc2)c2cc3c(cc21)OCO3 | 4.1 | 0.6 | -1.4 | -9.4 | 5.7 | -2.0 | 0.0 | 15.1 | 0.7
CCn1c(SCC(=O)Nc2nccs2)nnc1-c1cc2cccc(OC)c2o1 | 37.7 | 2.5 | -0.1 | 3.1 | -4.1 | -3.5 | 1.7 | -18.0 | -4.5
COCCCNC(=O)c1cc2cc(Br)ccc2oc1=O | -14.0 | 18.3 | 0.7 | -3.6 | 4.5 | 14.2 | 4.1 | -0.8 | -8.5
Cn1cc(C(=O)N2CCN(c3ccccn3)CC2)c(=O)c2cc(S(=O)(=O)N3CCOCC3)ccc21 | -17.7 | 1.1 | -0.5 | -2.8 | -3.0 | 6.2 | 0.9 | -1.4 | -8.6
COCCNC(=O)c1cc(-c2cccc(OC)c2)on1 | -2.3 | 5.7 | -2.6 | -4.3 | -8.0 | 16.1 | 0.4 | -10.6 | -7.5

Gathered by group, the compounds so far containing a Cl atom (6)
SMILES | TbHK1 inh | Hck Nef HTS | Runt-CBFb FRET | Runt-SMMHC FRET | EBV gp42 inh | 14-3-3 Bad PPI | L929 necroptosis | Mdm2 ligase inh | p47phox inh
COc1cc(-n2c(-c3ccccc3)n[nH]c2=S)c(OC)cc1Cl | -6.9 | 0.7 | 10.3 | 4.4 | -16.5 | 1.7 | -0.4 | -10.4 | -4.7
Cc1ccc(C(=O)CN(C(=O)c2ccc(Cl)c(Cl)c2)N2C(=O)C3CCCCC3C2=O)cc1 (configuration not stated) | 2.3 | -17.5 | -2.2 | 1.4 | 2.6 | 1.9[fluorescence artefact?] | -0.5 | · | -9.7
Cc1nn(Cc2c(Cl)cccc2Cl)c(C)c1NC(=O)Cn1nc([N+](=O)[O-])c(Cl)c1C | 3.5 | 4.6 | -1.4 | -1.1 | -8.8 | 0.9[fluorescence artefact?] | 0.8 | 1.0 | -6.0
CC1=CC(c2ccc(Cl)cc2)n2nc(N3C(=O)CCC3=O)nc2N1 (configuration not stated) | -1.4 | 9.3 | -5.2 | 22.3 | -8.1 | -9.6 | -0.1 | 0.2 | -2.2
O=C(O)CCc1ccc(-c2ccc(Cl)cc2)n1CC(=O)O | 19.0 | 0.1 | 5.0 | 5.1 | -16.5 | 9.6[fluorescence artefact?] | 2.8 | -6.7 | -16.4
Nc1nc2c(Cl)ccc(Cl)c2s1 | -2.9 | 0.8 | 0.2 | -1.6 | -4.1 | -7.7 | 2.3 | -9.7 | -8.3
